Assay outcomes from PubChem BioAssay.
EBV LMP1 NFkB: Epstein-Barr LMP1 NF-kappaB reporter inhibition; LMP1-induced NF-kappaB luciferase reporter cells, luminescence; 350,000 compounds, 0.69% hits; AID 504558; inhibition, % at 12.5 µM; in the data active = inhibition above about 41%;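 also: 0% = neutral control wells and 100% = reference inhibitor control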
NR2F2 inh: inhibitors of human COUP-TFII (NR2F2) | HEK293T NGFI-A luciferase reporter, luminescence | inhibition, % at 8.6 µM | 370,000 compounds, 0.7% hits | AID 686940;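 active = inhibition above a per-plate cutoff, mean inhibition of test wells between control levels plus 3 SD, cut at about 38% in these data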;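 also: cells cotransfected with COUP-TFII expression vector driving the NGFI-A reporter; 0% = median of COUP-TF2 test wells and 100% = reporter-only cells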
KKLEB tox: counter-screen for CF NF-kB inhibitors: cytotoxicity | KKLEB CF airway cells viability, ATPlite luminescence, overnight; stronger effect = lower value; cells stimulated with P. aeruginosa culture filtrate | activity change (cytotoxicity), % at 5 µM | 360,000 compounds, 0.36% hits | AID 602141;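 active = corrected activity change at or below -50% at 5 µM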
NR5A2 inv ag: suppresses constitutive activity of human LRH-1 | inhibition, % at 3.6 µM | HEK293T StAR-luciferase reporter, LRH-1 transfected, 24 h | AID 602396 | 360,000 compounds, 0.13% hits;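 active = inhibition above the mean inhibition of all tested compounds plus 3 SD, cut at about 73% in these data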;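 also: 0% = DMSO wells and 100% = reporter-only cells lacking LRH-1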
TWEAK-Fn14 inh: blocks TWEAK-Fn14 interaction in a reporter cell assay; TWEAK-stimulated Fn14 reporter cells, luciferase luminescence, 8 h; inhibition, % at 10 µM; 360,000 compounds, 2% hits; AID 1159606; in the data active = inhibition above about 50%
NCOA3 inh: inhibitors of human steroid receptor coactivator 3 (SRC3). HEK293 GAL4-SRC3 luciferase reporter, luminescence. inhibition, % at 3.6 µM. 360,000 compounds, 0.17% hits;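 active = inhibition above a per-campaign cutoff, the mean of all compounds plus 3 SD, cut at about 60% in these data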;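 also: 0% = DMSO-treated cells and 100% = gossypol-treated cells at 36 µM; higher means less SRC3-driven luciferase light from the GAL4 reporter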
C8 TRAIL sens: caspase-8 TRAIL sensitization; inhibition (viability loss, TRAIL sensitization), % at 10 µM; 360,000 compounds, 1% hits; NB7+C8 cells + TRAIL, ATPlite viability luminescence;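 active = compounds causing at least 50% loss of cell viability in the single-dose screen, relative to plate controls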
TROY signal inh: TROY signaling inhibition; 360,000 compounds, 0.98% hits; AID 1347056; Q293 LMP1-TROYcd NF-kB luciferase reporter, 4 h; inhibition, % at 10 µM;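 active = compounds whose plate-normalised and pattern-corrected inhibition of the luciferase reporter signal at the single screening dose is 50% or more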
NCOA1 inh: inhibitors of human steroid receptor coactivator 1 (SRC1); Q15788; HEK293 GAL4-SRC1 luciferase reporter, luminescence; inhibition, % at 3.6 µM; 360,000 compounds, 0.12% hits; AID 588354;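 active = inhibition above the campaign mean plus 3 SD, with each screening campaign given its own cutoff, cut at about 60% in these data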;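 also: 0% = DMSO treated cells and 100% = gossypol at 36 µM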
Target sequence (Q15788 whole entry, looked up, the tested form may be a part): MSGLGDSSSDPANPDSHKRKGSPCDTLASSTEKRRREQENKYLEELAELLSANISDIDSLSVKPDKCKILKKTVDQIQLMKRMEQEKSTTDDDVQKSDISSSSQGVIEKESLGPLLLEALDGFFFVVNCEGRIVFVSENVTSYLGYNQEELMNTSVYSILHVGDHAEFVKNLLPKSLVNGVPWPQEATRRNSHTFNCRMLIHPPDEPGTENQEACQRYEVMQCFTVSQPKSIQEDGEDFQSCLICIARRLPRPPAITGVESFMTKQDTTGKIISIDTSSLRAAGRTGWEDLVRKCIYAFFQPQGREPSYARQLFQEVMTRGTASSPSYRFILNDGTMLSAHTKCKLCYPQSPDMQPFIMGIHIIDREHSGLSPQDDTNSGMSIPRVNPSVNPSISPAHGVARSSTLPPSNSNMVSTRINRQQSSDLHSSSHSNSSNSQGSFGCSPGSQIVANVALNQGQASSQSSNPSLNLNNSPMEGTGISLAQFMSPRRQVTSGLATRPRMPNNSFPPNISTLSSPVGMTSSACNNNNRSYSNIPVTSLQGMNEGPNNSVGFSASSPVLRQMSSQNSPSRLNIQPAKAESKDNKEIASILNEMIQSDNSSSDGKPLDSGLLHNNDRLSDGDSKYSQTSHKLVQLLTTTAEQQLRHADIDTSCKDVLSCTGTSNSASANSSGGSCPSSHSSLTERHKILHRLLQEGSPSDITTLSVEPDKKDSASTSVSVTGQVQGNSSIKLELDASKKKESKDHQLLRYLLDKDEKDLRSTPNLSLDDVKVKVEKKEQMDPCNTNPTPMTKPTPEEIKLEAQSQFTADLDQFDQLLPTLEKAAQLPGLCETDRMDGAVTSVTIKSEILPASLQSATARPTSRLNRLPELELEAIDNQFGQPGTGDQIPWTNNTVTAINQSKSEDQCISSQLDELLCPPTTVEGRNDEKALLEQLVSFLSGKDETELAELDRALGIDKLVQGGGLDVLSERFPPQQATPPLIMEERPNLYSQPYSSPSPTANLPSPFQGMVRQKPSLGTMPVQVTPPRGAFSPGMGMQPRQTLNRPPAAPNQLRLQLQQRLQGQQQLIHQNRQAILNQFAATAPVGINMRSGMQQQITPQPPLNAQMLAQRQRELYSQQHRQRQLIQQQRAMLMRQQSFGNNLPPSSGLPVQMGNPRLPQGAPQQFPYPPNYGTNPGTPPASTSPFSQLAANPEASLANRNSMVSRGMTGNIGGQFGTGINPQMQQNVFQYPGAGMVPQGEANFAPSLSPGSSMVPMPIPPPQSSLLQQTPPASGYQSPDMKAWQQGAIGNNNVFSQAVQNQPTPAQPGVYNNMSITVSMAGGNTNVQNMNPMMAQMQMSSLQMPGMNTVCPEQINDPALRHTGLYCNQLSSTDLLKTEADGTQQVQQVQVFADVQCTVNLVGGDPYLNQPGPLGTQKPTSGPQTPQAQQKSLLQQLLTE
CF NFkB inh: inhibitors of cystic fibrosis induced NF-kB; inhibition, % at 5 µM; AID 588850; KKLEB NF-kB-GFP reporter, PAF-induced, GFP fluorescence overnight; 360,000 compounds, 0.86% hits;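 active = at least 50% inhibition at 5 µM, scaled per plate between neutral and stimulator controls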;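 also: PAF is a Pseudomonas aeruginosa culture filtrate used as stimulus; plate controls were PAF-stimulated DMSO wells for no effect and unstimulated DMSO wells for full effect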
Shn3 3UTR inh: inhibitors of Schnurri-3 3'UTR reporter in osteoblasts; Clone20 osteoblast Shn3 3'UTR firefly luciferase, 24 h; inhibition, % at 12.5 µM; 360,000 compounds, 0.52% hits; AID 588674;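 active = mean inhibition of at least 75% with every replicate also reaching 75%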;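 also: 0% = median of neutral control wells and 100% = pilot-screen positive control compound; some compounds past the cut are filed as inactive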
* hit, by the source's call; x = no result given; & = joins results of further samples; ! = not active in a repeat. A portion of the library; the hit share may differ from the screen's.

SMILES | EBV LMP1 NFkB | NR2F2 inh | KKLEB tox | NR5A2 inv ag | TWEAK-Fn14 inh | NCOA3 inh | C8 TRAIL sens | TROY signal inh | NCOA1 inh | CF NFkB inh | Shn3 3UTR inh
CSCCC(NC(N)=O)C(=O)N(C)CC(=O)Nc1cc(C)ccc1C (stereo unspecified) | -3 | -5 | -1 | -2 | -5 | -3 | -3 | 0 | -6 | 1 | -10
c1ccc(-c2nc3ccccc3o2)nc1 | -29 | -33 | 4 | -51 | -3 | -41 | 5 | -48 | -67 | -19 | -70
c1ccc(OCCSc2nnnn2C2CCCCC2)cc1 | 17 | -44 | -4 | -173 | 30 | -108 | 1 | -18 | -121 | -1 | -51
Cc1cc(Cl)ccc1OCC(=O)NNC(=O)C1CCCO1 (stereo unspecified) | -11 | -7 | -6 | -9 | 5 | 5 | 2 | -4 | -16 | -1 | 15
CCSc1ncc(C)cc1[N+](=O)[O-] | -8 | -2 | -12 | 11 | -11 | 16 | 28 | 6 | -14 | 18 | 15
CN(C(=O)CCNC(=O)Cn1cnc2ccccc2c1=O)c1ccccc1F | 3 | -19 | -2 | 1 | 15 | 8 | -4 | 11 | 4 | -4 | 3
Cn1cc(CCNC(=O)C2CCC(=O)N(CCc3ccc(Cl)cc3)C2)cn1 (stereo unspecified) | 3 | 2 | -12 | 25 | -18 | 13 | -8 | -4 | -8 | 2 | 8
COc1ccc(NC(=O)Nc2ccc3c(c2)OCO3)c(C)c1 | -13 | -41 | 24 | -37 | -23 | -46 | -1 | -11 | -43 | -13 | -47
Cc1ccc(N(CC(=O)Nc2ccccc2-c2ccccc2)S(=O)(=O)c2ccccc2)c(C)c1 | -5 | -2 | -1 | -8 | 10 | -6 | -1 | -15 | -44 | 16 | 22
C(=C\n1nnc2ccccc21)/c1ccccn1 | -3 | -74 | -3 | -77 | 25 | -85 | -3 | -24 | -111 | -40 | -64
COc1cccc(OC)c1OCCCCN1CCCCC1 | 5 | -5 | -1 | -2 | -12 | -10 | 9 | -22 | 6 | 11 | 20
C[C@H]1CN([C@@H](C)CO)C(=O)c2cc(NC(=O)C3CCCCC3)ccc2O[C@H]1CN(C)S(=O)(=O)c1ccccc1 | -1 | 0 | 20 | 3 | -1 | 11 | 3 | 11 | -10 | -5 | 0
COc1ccc(NC(=O)C2Cc3cccc(OC)c3O/C2=N\O)cc1 (stereo unspecified) | 2 | -13 | 10 | -10 | 4 | -12 | 19 | 10 | -22 | 9 | -6
c1ccc(-c2nc3nc4ccccc4nc3n2Cc2ccco2)cc1 | -17 | -14 | -10 | -99 | 43 | -27 | 27 | 9 | -86 | 1 | -43
COc1ccc(CC(=O)OCC(=O)Nc2ccc(Cl)cn2)cc1 | 0 | -3 | -4 | 11 | -3 | 13 | -5 | 14 | -18 | 5 | -12
Cc1sc(NC(=O)COc2cccc(-n3cnnn3)c2)c(C#N)c1C | 12 | -1 | -4 | -2 | -10 | 3 | -3 | -10 | -4 | -21 | 11
Cc1cc(C(=O)Nc2ccc(Cl)cc2)n(-c2ccccc2)n1 | 3 | -21 | -3 | -21 | -13 | -10 | -3 | -57 | -12 | -14 | 7
Nn1c(SCC(=O)Nc2ccccc2)nnc1C1CCCCC1 | 1 | -4 | 3 | 6 | 0 | -9 | -2 | -3 | 8 | 4 | 5
O=C(c1ccco1)N1CCN(C(=O)c2snc3ccc(Cl)cc23)CC1 | 4 | 13 | -11 | 18 | -13 | 11 | -4 | -5 | 8 | 9 | 15
COC(=O)c1ccc(CNC(=O)COC(=O)/C=C/c2ccc(O)c(OC)c2)cc1 | 4 | 16 | 8 | 17 | -2 | -5 | -2 | 7 | -22 | -3 | 5
COc1ccc(C2C(C(N)=O)=C(C)Nc3nc(CCCO)nn32)cc1OC (stereo unspecified) | 2 | x | -1 | 0 | 9 | 1 | 4 | 0 | 11 | -7 | 4
COc1cc(OCc2ccccc2)c2c(CCC(=O)O)cc(=O)oc2c1 | 1 | 5 | -3 | 8 | 2 | 16 | 0 | -4 | -5 | 13 | -6
CC1CNCCN1S(=O)(=O)c1cccc2cnccc12 (stereo unspecified) | -5&-3 | 41*! | -9&-6 | -1&-3 | 23&26 | 17&12 | 10&7 | 16&29 | 4&6 | 38&38 | 76&7
O=C(O)CC1(CC(=O)NCc2ccc(-c3cccs3)cc2)CCCCC1 | 2 | 10 | 0 | 6 | 24 | 11 | 10 | -7 | -32 | -3 | -2
CN=c1oc2ccc(Cl)cc2cc1C(N)=O | 21 | -9 | 3 | 8 | 12 | 0 | -20 | -10 | -7 | 0 | 2

Next part:
SMILES | EBV LMP1 NFkB | NR2F2 inh | KKLEB tox | NR5A2 inv ag | TWEAK-Fn14 inh | NCOA3 inh | C8 TRAIL sens | TROY signal inh | NCOA1 inh | CF NFkB inh | Shn3 3UTR inh
COc1ccc(CCN2CC(C(=O)Nc3ccccc3F)CC2=O)cc1OC (stereo unspecified) | 4 | 7 | -7 | 0 | -4 | -7 | 7 | 18 | 3 | 26 | -4
O=C(c1ccc(Cl)cc1)c1coc2ccc(O)cc12 | 0 | -23 | -10 | -158 | 20 | -101 | 0 | -9 | -77 | 13 | -24
CCN(c1ccccc1)P(=O)(Nc1ccccc1)Nc1ccccc1 | -1 | -8 | -3 | 5 | 18 | 15 | -5 | 23 | -1 | -5 | -9
O=C(CSc1nc2ccccc2c(=O)n1-c1ccccc1Cl)NCC1CCCO1 (stereo unspecified) | -2 | -3 | -6 | 1 | 5 | 11 | 0 | -5 | 1 | 1 | 14
CCc1nc2c(OCc3cc(Cl)cc(Cl)c3)cccn2c1N(C)C(=O)c1ccc(C)cc1 | x | -3 | -14 | 21 | -36 | -6 | 3 | 1 | -12 | -6 | -16
COc1cc(Cl)cc(C=O)c1OCC(=O)O | -5 | 6 | 6 | 4 | -3 | 21 | -9 | 14 | 0 | -31 | 5
CC(C)(O)C#Cc1ccc(C(=O)NC2CCCCC2)s1 | -33 | 6 | 5 | -81 | -50 | -31 | 1 | -88 | -81 | 14 | -54
CCOC(=O)C1OC2(CCCC2)OC1C(=O)OCC (stereo unspecified) | 0 | -4 | -15 | 3 | 18 | 1 | -12 | 4 | -14 | 31 | -13
COc1ccc(CN(C(=O)c2cccs2)c2nccs2)cc1OC | 4 | -3 | 6 | -4 | 5 | 9 | -1 | 14 | 5 | -8 | 20
COc1ccccc1S(=O)(=O)Nc1cccc(S(=O)(=O)N2CCCC2)c1 | -10 | 4 | -3 | -3 | -2 | -5 | 2 | 4 | 3 | 22 | -2
C/C(=N\S(=O)(=O)c1ccc(C)cc1)Nc1cc(C(C)C)c(O)cc1C | 6 | 13 | 7 | -4 | 9 | 17 | 1 | 18 | -13 | 6 | -58
CCN(CC)S(=O)(=O)c1ccc2c(c1)nc(CCC(=O)OCC(=O)Nc1c(F)cccc1F)n2C | 1 | -27 | 7 | -11 | -16 | 25 | -13 | 9 | -4 | 5 | -36
O=C(Cc1ccccc1)NCc1ccncc1 | -1 | -2 | -2 | -13 | -1 | 11 | 10 | 2 | 0 | 0 | 9
O=C(/C=C/c1cccc([N+](=O)[O-])c1)OCC(=O)N1CCCCC1 | 4 | 9 | 4 | 11 | -10 | -8 | -4 | -42 | 2 | -12 | -17
CC(=O)c1ccc(Nc2nc(C(N)c3ccccc3Cl)cs2)cc1 (stereo unspecified) | x | 0 | 0 | -5 | -6 | -10 | 2 | 12 | -3 | -34 | 49
Cc1cc(C)cc(-n2ccnc2SCC(=O)Nc2ccc3c(c2)OCCO3)c1 | 2 | 2 | -1 | -2 | 5 | 18 | -23 | 8 | 2 | -1 | 20
Cc1ccc(NC(=S)NC(=O)c2ccc(Br)o2)c(C)c1 | -32 | -11 | 18 | -48 | -18 | -58 | -4 | -12 | -76 | -2 | -73
CCN(Cc1ccccc1)C(c1cc2cc(C)ccc2[nH]c1=O)c1nnnn1CCOC (stereo unspecified) | -9 | 11 | 4 | 1 | -3 | -11 | 1 | -7 | 0 | -4 | -15
O=C(N/N=C/C1CC=CCC1)c1ccc(O)cc1O (stereo unspecified) | 1 | 5 | 0 | -54 | -10 | 7 | -1 | -22 | -14 | 8 | -2
CNC(=O)c1ccc(-c2sc3nc(N4CCOCC4)c4c(c3c2N)CCCC4)o1 | 4 | -22 | 1 | 1 | 1 | -18 | -6 | 6 | 12 | -11 | -11
COCCCNC(=O)CSc1nc2c(sc3ccccc32)c(=O)n1CCCC(=O)NCC1CCCO1 (stereo unspecified) | -3 | -21 | 4 | 15 | 3 | 8 | -4 | 1 | 6 | 4 | 16
CC(=O)N1CCc2cc(S(=O)(=O)NC(Cc3ccccc3)C(=O)O)ccc21 (stereo unspecified) | 2 | -15 | 6 | 12 | -4 | -15 | -16 | -21 | -4 | -8 | -22
O=C(COC(=O)C1CCN(/C=C/C(=O)C(F)(F)F)CC1)Nc1ccccc1 | 15 | 0 | 4 | -15 | 20 | 5 | -6 | 21 | -7 | -4 | -10
CCCNS(=O)(=O)c1ccc(OCC(=O)N(C)Cc2ccccc2)cc1 | -5 | 21 | -5 | -5 | -14 | 15 | -2 | 15 | -8 | -3 | 13
COCCNc1nnc(SCC(=O)c2cc(C)n(C3CC3)c2C)s1 | 2 | 5 | 17 | 8 | 0 | -5 | -28 | 3 | 5 | -10 | 1

(list continues)
SMILES | EBV LMP1 NFkB | NR2F2 inh | KKLEB tox | NR5A2 inv ag | TWEAK-Fn14 inh | NCOA3 inh | C8 TRAIL sens | TROY signal inh | NCOA1 inh | CF NFkB inh | Shn3 3UTR inh
CN1C[C@@H]2[C@@H]3C(=O)N(C)C(=O)[C@@H]3[C@](C)(C1=O)N2C(=O)c1ccc(F)cc1 | 0 | 0 | 5 | -18 | 13 | -6 | -6 | 23 | 1 | -32 | 13
O=C(NC(=S)Nn1cnnc1)c1ccccc1 | 0 | -4 | 0 | -31 | 0 | -6 | 1 | -51 | -4 | -1 | -32
Cc1ccc2cc(CCNC(=O)CCCc3ccccc3)c(=O)[nH]c2c1C | 0 | 12 | 6 | 4 | 1 | 17 | -3 | -18 | 4 | -4 | -12
COc1cc2c(cc1OC)C(c1cccc(F)c1)CC(=O)N2 (stereo unspecified) | -2 | -14 | -3 | -14 | -5 | 19 | 10 | -30 | 15 | 17 | 16
COc1ccc(CNC(=O)c2nc(S(=O)(=O)Cc3ccccc3)ncc2Cl)cc1 | -6 | -26 | -20 | -14 | 73* | -39 | 31 | 59* | -67 | 90* | 92*
COc1cc(/C=C/C2=NNC(=O)CC2)cc(OC)c1OC | 16 | -26 | 5 | -6 | -1 | 1 | 4 | 7 | -16 | -12 | 4
Cc1ccc(/C=C/C(=O)OCC(=O)NCCc2ccc(S(N)(=O)=O)cc2)o1 | -7 | -3 | -28 | 3 | 9 | -13 | 4 | -3 | 2 | 8 | -16
Cc1ccc(C(=O)OCC(=O)NC2CCCc3ccccc32)o1 (stereo unspecified) | 2 | -22 | 11 | 24 | -8 | 8 | -8 | -14 | -10 | -31 | -1
Cc1ccc2c(C)nc(Nc3nc(CSc4nnc(C)s4)cc(=O)[nH]3)nc2c1 | -1 | 3 | -1 | 9 | 2 | 17 | -1 | -19 | -25 | -10 | 10
